Screening results from PubChem.
Calpain2 inh = blocks pig calpain II enzyme activity | 0.37% of 220,000 active | AID 1236 | purified calpain II, fluorogenic peptide substrate, 30 min | inhibition, % at 16 µM;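 active = inhibition above about 50%, limit read from the data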
RBBP9 inh = inhibitors of human serine hydrolase RBBP9; recombinant RBBP9, FP-Rh probe fluorescence polarization; inhibition, % at 7.94 µM; 0.2% of 220,000 active; AID 1515;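 active = inhibition above the campaign mean of all tested compounds plus 3 SD, cut at about 14% in these data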;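 also: plate controls were DMSO wells with RBBP9 for no effect and wells lacking RBBP9 protein for full effect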
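Test system – recombinant human RBBP9 · Input – RBBP9 2.5 µM in dispensing solution, pre-mixing · Medium – Tris buffer pH 8.0, NaCl, Pluronic · Schedule – preincubation 30 min plus labeling 45 min at 25 °C · Measured by – fluorescence polarization · Measure – % inhibition · Controls – DMSO and no-protein wells · Replicates – one well per compound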
NCF1 inh = inhibitors of human p47phox binding; P14598; p47phox/p22phox peptide binding, fluorescence polarization, 2 h; inhibition, % at 24.7 µM; 0.53% of 220,000 active;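 active = inhibition above about 30%, limit read from the data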;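 also: 0% = p47phox with labelled peptide and 100% = labelled peptide alone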
Target sequence (P14598 whole entry, looked up): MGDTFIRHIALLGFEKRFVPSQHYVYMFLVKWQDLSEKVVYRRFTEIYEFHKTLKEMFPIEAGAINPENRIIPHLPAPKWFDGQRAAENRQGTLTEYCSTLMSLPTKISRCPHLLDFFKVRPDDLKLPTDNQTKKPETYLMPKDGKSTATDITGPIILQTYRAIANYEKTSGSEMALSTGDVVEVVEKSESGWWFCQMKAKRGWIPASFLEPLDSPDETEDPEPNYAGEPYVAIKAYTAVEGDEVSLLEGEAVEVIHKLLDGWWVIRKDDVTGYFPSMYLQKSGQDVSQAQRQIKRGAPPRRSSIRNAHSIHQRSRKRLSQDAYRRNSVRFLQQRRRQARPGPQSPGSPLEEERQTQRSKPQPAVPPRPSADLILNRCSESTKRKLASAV
TbHK1 inh = T. brucei hexokinase 1 inhibition; recombinant TbHK1, G6PDH-coupled NADH A340; inhibition, % at 10 µM; 0.11% of 220,000 active;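 active = inhibition of 50% or more in the single-dose primary screen; inactive = inhibition below 50%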
p97 inhibitor = human p97 ATPase inhibition | recombinant p97 ATPase, Kinase-Glo ATP luminescence, 3 h | inhibition, % at 8 µM | 0.42% of 220,000 active; in the data active = inhibition above about 15%;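 also: 0% = DMSO vehicle and 100% = wells lacking enzyme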
Runt-CBFb FRET = blocks binding of human RUNX1 Runt domain to CBFb; Cerulean-Runt/Venus-CBFb FRET ratio 530/480, 1 h; inhibition, % at 20 µM; 0.46% of 220,000 active;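 active = inhibition over about 50% at 20 µM in the single-dose screen, limit read from the data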;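 also: 0% = DMSO wells and 100% = excess unlabeled CBFb competitor control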
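test system = Cerulean-Runt domain fusion protein, energy donor | probe or stimulus = Venus-CBFb binding partner, 100 nM | incubation = two 1 h room-temperature incubations shielded from light | detection = fluorescence energy transfer, 422 nm excitation, 530/480 nm emission | measure = loss of energy transfer signal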
Furin inhibitor = inhibitors of human furin; purified furin, fluorogenic substrate cleavage; P09958; inhibition, % at 30 µM; 0.061% of 220,000 active; in the data active = inhibition above about 25%; also: inactives centre near -15
Target sequence (P09958 108-714 limits assumed): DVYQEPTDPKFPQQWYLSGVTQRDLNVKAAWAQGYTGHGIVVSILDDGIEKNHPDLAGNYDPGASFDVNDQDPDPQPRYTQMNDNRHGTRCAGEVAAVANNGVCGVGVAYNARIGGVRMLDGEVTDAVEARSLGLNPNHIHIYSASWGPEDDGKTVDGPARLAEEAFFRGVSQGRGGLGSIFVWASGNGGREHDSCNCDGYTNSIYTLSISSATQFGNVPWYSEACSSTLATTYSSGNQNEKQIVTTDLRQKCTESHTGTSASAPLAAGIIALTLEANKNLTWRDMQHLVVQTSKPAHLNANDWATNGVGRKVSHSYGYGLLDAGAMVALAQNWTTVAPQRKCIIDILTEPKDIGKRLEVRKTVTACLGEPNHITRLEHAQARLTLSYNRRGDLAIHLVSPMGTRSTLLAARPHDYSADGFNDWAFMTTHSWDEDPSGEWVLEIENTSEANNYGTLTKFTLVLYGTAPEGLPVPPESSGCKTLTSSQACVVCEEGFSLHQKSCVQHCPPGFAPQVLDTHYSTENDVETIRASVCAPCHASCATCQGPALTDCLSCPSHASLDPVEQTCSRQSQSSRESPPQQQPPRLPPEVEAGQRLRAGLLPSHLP
EBV gp42 inh = EBV gp42 inhibition; Q1HVG2; Fluorescence polarization binding assay, mP read-out; inhibition, % (tested at 21.74 µM); 0.42% of 220,000 active; AID 1085; in the data active = inhibition above about 50%
Runt-SMMHC FRET = Runt domain-CBFb-SMMHC interaction inhibition. 0.74% of 220,000 active. Cerulean-Runt/Venus-CBFb-SMMHC FRET ratio 530/480, 1 h. AID 1434. Q01196+Q13951. inhibition, % at 20 µM;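 active = mean inhibition across duplicate retests at 20 µM reaching about 50%, limit read from the data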;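 also: 0% = DMSO wells and 100% = wells with excess untagged CBFb-SMMHC; inhibitors lower the FRET ratio by blocking Runt binding to CBFb-SMMHC; some results filed as inactive read as strong as hits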
An asterisk follows results filed as active; [ ] = another dose, or the depositor's remark.

`COc1cccc(C(=O)c2ncc(C(F)(F)F)cc2Cl)c1` gave Calpain2 inh -19, RBBP9 inh -5, NCF1 inh -3, TbHK1 inh -5, p97 inhibitor 0, Runt-CBFb FRET -1, Furin inhibitor -15, EBV gp42 inh -7 and Runt-SMMHC FRET 0.
Cc1cccc(-n2c(C)cc(C=C3C(=O)c4ccccc4C3=O)c2C)c1 was read as Calpain2 inh -62, RBBP9 inh 3, NCF1 inh -29, TbHK1 inh -5, p97 inhibitor -4, Runt-CBFb FRET 0, Furin inhibitor -8[20 µM], EBV gp42 inh 32 and Runt-SMMHC FRET -3.
Cc1cccc2cc(C#N)c(SCC(=O)NCc3cccs3)nc12 was read as Calpain2 inh -1, RBBP9 inh -5, NCF1 inh -61, TbHK1 inh 19, p97 inhibitor 5, Runt-CBFb FRET 2, Furin inhibitor -14, EBV gp42 inh -39 and Runt-SMMHC FRET 2.
Screening COc1ccc(C(=O)c2ccc(OC)c(OC)c2)cc1 returned Calpain2 inh 30, RBBP9 inh 6, NCF1 inh 8, TbHK1 inh -18, p97 inhibitor 1, Runt-CBFb FRET 0, Furin inhibitor -14[20 µM], EBV gp42 inh 6 and Runt-SMMHC FRET -3.
`O=C(CN1C(=O)C2CC=CCC2C1=O)Nc1nnc(SCc2ccc(F)cc2)s1` (stereo not given) gave Calpain2 inh -55, RBBP9 inh -7, NCF1 inh -9, TbHK1 inh -7, p97 inhibitor 1, Runt-CBFb FRET -1, Furin inhibitor -23[20 µM], EBV gp42 inh -4 and Runt-SMMHC FRET -7.
For CNS(=O)(=O)c1cc(NC(C)=O)c(C)cc1C the results were Calpain2 inh 13, RBBP9 inh -11, NCF1 inh 1, TbHK1 inh 36, p97 inhibitor 0, Runt-CBFb FRET 2, Furin inhibitor -12, EBV gp42 inh -6 and Runt-SMMHC FRET 1.
`COc1ccc(CN(C)CC(=O)c2c(N)n(Cc3ccccc3)c(=O)n(C)c2=O)c(OC)c1` gave Calpain2 inh -10, RBBP9 inh 1, NCF1 inh -2, TbHK1 inh 3, p97 inhibitor 1, Runt-CBFb FRET 1, Furin inhibitor 12[20 µM], EBV gp42 inh -12 and Runt-SMMHC FRET -4.
For CN(CCC#N)C(=O)COC(=O)c1ccc(Cl)c(S(=O)(=O)N(C)c2ccccc2)c1 the results were Calpain2 inh 8, RBBP9 inh 0, NCF1 inh -9, TbHK1 inh -1, p97 inhibitor 4, Runt-CBFb FRET 2, Furin inhibitor -7, EBV gp42 inh -12 and Runt-SMMHC FRET 0.
Screening Cc1ccc(NC(=S)NCC2CCCO2)c(OC(F)F)c1 (stereo not given) returned Calpain2 inh -11, RBBP9 inh -5, NCF1 inh -13, TbHK1 inh 5, p97 inhibitor 3, Runt-CBFb FRET 0, Furin inhibitor -5, EBV gp42 inh -3 and Runt-SMMHC FRET 1.
`O=C(COc1cccnc1[N+](=O)[O-])Nc1cccc(S(=O)(=O)N2CCCCC2)c1` gave Calpain2 inh 11, RBBP9 inh -7, NCF1 inh -42, TbHK1 inh 0, p97 inhibitor 3, Runt-CBFb FRET 0, Furin inhibitor -13, EBV gp42 inh -6 and Runt-SMMHC FRET 3.
CCN(C(=O)COC(=O)c1c(C)nn(-c2ccccc2)c1C)C1CCS(=O)(=O)C1 (stereo not given) was read as Calpain2 inh -12, RBBP9 inh -1, NCF1 inh -21, TbHK1 inh 0, p97 inhibitor 0, Runt-CBFb FRET -2, Furin inhibitor -45, EBV gp42 inh -18 and Runt-SMMHC FRET 0.
`Cc1[nH]c2ccccc2c1CCC(N)=O` gave Calpain2 inh -15, RBBP9 inh 7, NCF1 inh -15, TbHK1 inh 2, p97 inhibitor 4, Runt-CBFb FRET -2, Furin inhibitor -18, EBV gp42 inh -22 and Runt-SMMHC FRET -5.

An excerpt from above in order of heavy-atom count, ascending.
For CNS(=O)(=O)c1cc(NC(C)=O)c(C)cc1C the results were Calpain2 inh 13, RBBP9 inh -11, NCF1 inh 1, TbHK1 inh 36, p97 inhibitor 0, Runt-CBFb FRET 2, Furin inhibitor -12, EBV gp42 inh -6 and Runt-SMMHC FRET 1.
Screening Cc1ccc(NC(=S)NCC2CCCO2)c(OC(F)F)c1 (stereo not given) returned Calpain2 inh -11, RBBP9 inh -5, NCF1 inh -13, TbHK1 inh 5, p97 inhibitor 3, Runt-CBFb FRET 0, Furin inhibitor -5, EBV gp42 inh -3 and Runt-SMMHC FRET 1.
Cc1cccc(-n2c(C)cc(C=C3C(=O)c4ccccc4C3=O)c2C)c1 was read as Calpain2 inh -62, RBBP9 inh 3, NCF1 inh -29, TbHK1 inh -5, p97 inhibitor -4, Runt-CBFb FRET 0, Furin inhibitor -8[20 µM], EBV gp42 inh 32 and Runt-SMMHC FRET -3.

Later entries.
`CCS(=O)(=O)c1ccc2oc(SCC(=O)NCCc3ccccc3)nc2c1` gave Calpain2 inh -26, RBBP9 inh 4, NCF1 inh -2, TbHK1 inh -5, p97 inhibitor 3, Runt-CBFb FRET 2, Furin inhibitor -9, EBV gp42 inh 0 and Runt-SMMHC FRET -2.
Screening COc1ccc(C(=O)Nc2nnc(-c3ccco3)s2)cc1 returned Calpain2 inh -1, RBBP9 inh -5, NCF1 inh -10, TbHK1 inh -46, p97 inhibitor -7, Runt-CBFb FRET 23, Furin inhibitor -9[20 µM], EBV gp42 inh -13 and Runt-SMMHC FRET 18.
Screening COC(=O)C1=C(N)Oc2cc(C)[nH]c(=O)c2C1c1ccncc1 (stereo not given) returned Calpain2 inh -33, RBBP9 inh -8, NCF1 inh -12, TbHK1 inh -4, p97 inhibitor 0, Runt-CBFb FRET 2, Furin inhibitor -3[20 µM], EBV gp42 inh -5 and Runt-SMMHC FRET -3.
Screening Cc1cc([N+](=O)[O-])nn1CCCC(=O)Nc1cc(Oc2ccc(F)cc2)cc([N+](=O)[O-])c1 returned Calpain2 inh 5, RBBP9 inh -1, NCF1 inh -24, TbHK1 inh -5, p97 inhibitor 7, Runt-CBFb FRET 1, Furin inhibitor -25, EBV gp42 inh -12 and Runt-SMMHC FRET -1.
Screening CCN(CC)CCOc1cc2c(nn1)Oc1ccccc1N2C returned Calpain2 inh inactive, RBBP9 inh 3, NCF1 inh -7, TbHK1 inh -39, p97 inhibitor 8, Runt-CBFb FRET -2, Furin inhibitor -23, EBV gp42 inh -4 and Runt-SMMHC FRET 1.
`Cc1ccccc1Cn1c(CN2CCN(C(=O)c3ccco3)CC2)nc2c1c(=O)n(C)c(=O)n2C` gave Calpain2 inh -16, NCF1 inh -10, TbHK1 inh -12, Runt-CBFb FRET -1, Furin inhibitor -16, EBV gp42 inh -4 and Runt-SMMHC FRET 1.
For COc1cccc(-c2csc(N3CCN(C(=O)Nc4ccccc4Cl)CC3)n2)c1 the results were Calpain2 inh -8, RBBP9 inh 0, NCF1 inh -44, TbHK1 inh -1, p97 inhibitor 0, Runt-CBFb FRET 4, Furin inhibitor -22, EBV gp42 inh -5 and Runt-SMMHC FRET -1.
`Fc1cccc2sc(Nc3nc4cc5c(cc4s3)OCCO5)nc12` gave Calpain2 inh -76, RBBP9 inh -4, NCF1 inh -58, TbHK1 inh -7, p97 inhibitor 8, Runt-CBFb FRET -4, Furin inhibitor -41, EBV gp42 inh -2 and Runt-SMMHC FRET 8.
For CSc1ccc(/C=N/N2CCN(C)CC2)cc1 the results were Calpain2 inh 2, RBBP9 inh 0, NCF1 inh 2, TbHK1 inh -12, p97 inhibitor 2, Runt-CBFb FRET -1, Furin inhibitor -14, EBV gp42 inh -6 and Runt-SMMHC FRET -2.
`CC(=O)c1cc2c(=O)c3ccccc3oc2nc1C` gave RBBP9 inh -7, TbHK1 inh -12, p97 inhibitor 1 and Furin inhibitor -21[20 µM].
`CCCOC(=O)CCn1c(=S)oc2ccccc21` gave Calpain2 inh -10, RBBP9 inh 2, NCF1 inh -2, TbHK1 inh -4, p97 inhibitor 4, Runt-CBFb FRET 2, Furin inhibitor -18, EBV gp42 inh -15 and Runt-SMMHC FRET -5.
For COc1ccc([C@@H]2[C@H]3CN(C(C)=O)CC=C3C(C#N)=C(N)C2(C#N)C#N)c2ccccc12 the results were Calpain2 inh -75, RBBP9 inh -4, NCF1 inh -28, TbHK1 inh -6, p97 inhibitor 9, Runt-CBFb FRET 4, Furin inhibitor -17, EBV gp42 inh -31 and Runt-SMMHC FRET 11.
`CCOc1ccccc1NC(=O)C1CCCCN1S(=O)(=O)c1ccc(F)cc1` (stereo not given) gave Calpain2 inh -9, RBBP9 inh -4, NCF1 inh 2, TbHK1 inh -4, p97 inhibitor -2, Runt-CBFb FRET 0, Furin inhibitor -24[20 µM], EBV gp42 inh 0 and Runt-SMMHC FRET -3.
Screening Cc1ccc(/C=C2/SC(=O)N(CC(=O)N3CCOCC3)C2=O)s1 returned Calpain2 inh 9, RBBP9 inh -9, NCF1 inh -4, TbHK1 inh 16, p97 inhibitor 9, Runt-CBFb FRET -2, Furin inhibitor 3, EBV gp42 inh -23 and Runt-SMMHC FRET 0.
COc1ccc(CC(=O)NCc2nnc(SCc3ccc([N+](=O)[O-])cc3)n2C)cc1 was read as Calpain2 inh 9, RBBP9 inh -8, NCF1 inh -6, TbHK1 inh 0, p97 inhibitor -1, Runt-CBFb FRET 1, Furin inhibitor -22, EBV gp42 inh 4 and Runt-SMMHC FRET -3.
`Cc1ccc(C(CC(=O)O)Nc2nc(N3CCCCC3)nc(N3CCCCC3)n2)cc1` (stereo not given) gave Calpain2 inh -49, RBBP9 inh -7, NCF1 inh -37, TbHK1 inh -5, p97 inhibitor -13, Runt-CBFb FRET -7, Furin inhibitor -12, EBV gp42 inh -7 and Runt-SMMHC FRET 0.
`Cc1c(=O)n(OCc2ccccc2)c2ccccc2[n+]1[O-]` gave Calpain2 inh -41, RBBP9 inh -7, NCF1 inh -11, TbHK1 inh -13, p97 inhibitor -1, Runt-CBFb FRET 0, Furin inhibitor -15[20 µM], EBV gp42 inh -11 and Runt-SMMHC FRET -4.
For COc1ccc(/C=N/NC(=O)C(C)n2cnc3ccccc3c2=O)cc1OC (stereo not given) the results were Calpain2 inh 16, RBBP9 inh -11, NCF1 inh 5, TbHK1 inh -3, p97 inhibitor -4, Runt-CBFb FRET 1, Furin inhibitor -2, EBV gp42 inh -6 and Runt-SMMHC FRET 1.
Screening Cc1ccc(-c2cnc(SCC(=O)N3CCCc4ccccc43)n2C)cc1 returned Calpain2 inh 7, RBBP9 inh -5, NCF1 inh -3, TbHK1 inh 4, p97 inhibitor -8, Runt-CBFb FRET -3, Furin inhibitor -16[20 µM], EBV gp42 inh -7 and Runt-SMMHC FRET 0.
Screening O=C(NCc1ccco1)C(c1cccnc1)N(C(=O)Cn1nnc2ccccc21)c1ccc(F)cc1 (stereo not given) returned Calpain2 inh -31, RBBP9 inh -1, NCF1 inh -6, TbHK1 inh -3, p97 inhibitor -2, Runt-CBFb FRET 1, Furin inhibitor -13, EBV gp42 inh -9 and Runt-SMMHC FRET 3.
